TNAP inh hi DEA = blocks human TNAP under high phosphate acceptor concentration; purified TNAP, CDP-star luminescence, 1 M DEA; 200,000 tested, 0.03% active; P05186; inhibition, % at 20 µM;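 active = over 50% inhibition of tissue-nonspecific alkaline phosphatase at 20 µM in the single-dose screen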;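 note: plate controls were DMSO wells for no effect and EDTA-quenched wells as full inhibition for full effect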
Target sequence (P05186 whole entry, looked up): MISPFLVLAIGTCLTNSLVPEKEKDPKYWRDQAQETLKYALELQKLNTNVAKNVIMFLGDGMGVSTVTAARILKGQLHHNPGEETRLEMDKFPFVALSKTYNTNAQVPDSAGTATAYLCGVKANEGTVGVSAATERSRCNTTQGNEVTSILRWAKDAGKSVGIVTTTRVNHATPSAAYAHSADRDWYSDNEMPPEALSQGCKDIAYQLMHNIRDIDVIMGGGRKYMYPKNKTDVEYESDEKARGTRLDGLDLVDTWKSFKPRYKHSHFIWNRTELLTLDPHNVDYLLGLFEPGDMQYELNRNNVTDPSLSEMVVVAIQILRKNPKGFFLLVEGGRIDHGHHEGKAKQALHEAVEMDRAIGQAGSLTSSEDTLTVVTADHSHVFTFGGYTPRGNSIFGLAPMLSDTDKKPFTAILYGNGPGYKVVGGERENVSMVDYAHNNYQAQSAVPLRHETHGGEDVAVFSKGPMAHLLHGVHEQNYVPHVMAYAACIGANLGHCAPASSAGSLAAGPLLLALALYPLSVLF
Diaphorase act = counter-screen for diaphorase-based assays: diaphorase activators and chemical reducers | Diaphorase/resazurin coupled assay, resorufin fluorescence, 16 min; active compounds read high; 1 = vehicle wells, 0 = NADH-free wells | activation factor at 20 µM | 190,000 tested, 0.005% active;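 active = diaphorase activity raised at least twofold by the compound at 20 µM; inactive = activation factor below 2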
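Measured by – red resorufin fluorescence at 544/590 nm excitation/emission · Test system – Clostridium kluyveri diaphorase, purified enzyme · Incubation – reaction time 16 min, room temperature · Buffer or medium – 50 mM HEPES pH 7.4 with 4.542 mM MgCl2, 0.005% Tween 20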
bIAP inh = blocks bovine intestinal alkaline phosphatase activity; AID 1019; purified bovine IAP, CDP-star luminescence, 30 min; inhibition, % at 20 µM; 190,000 tested, under 10 active;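 active = over 50% inhibition of intestinal alkaline phosphatase at 20 µM in the single-dose screen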
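Incubation: 30 min reaction at room temperature / Material: purified bovine intestinal alkaline phosphatase (IAP) enzyme / Input: enzyme at 1/65,000,000 dilution / Dosing: 20 µM single dose / Signal: CDP-star luminescence signal / Reagent: CDP-star chemiluminescent phosphatase substrate, 30 µM final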
bIAP act = intestinal alkaline phosphatase (bovine) activation | purified bovine IAP, CDP-star luminescence, 30 min; active compounds read high; fold of DMSO-control signal, blank-subtracted | activation factor at 20 µM | 200,000 tested, 0.17% active | AID 1016;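 active = activation factor of 2 or more at 20 µM, a signal rise over negative controls twice the positive control's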
PMI activator = phosphomannose isomerase (human) activation; P34949; purified human PMI, coupled resazurin fluorescence, 20 min; active compounds read high; 1 = vehicle control, 0 substrate-free wells; activation factor at 20 µM; 190,000 tested, 0.005% active;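 active = activation factor of 2 or more at 20 µM, relative to plate controls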
Target sequence (P34949 whole entry, looked up): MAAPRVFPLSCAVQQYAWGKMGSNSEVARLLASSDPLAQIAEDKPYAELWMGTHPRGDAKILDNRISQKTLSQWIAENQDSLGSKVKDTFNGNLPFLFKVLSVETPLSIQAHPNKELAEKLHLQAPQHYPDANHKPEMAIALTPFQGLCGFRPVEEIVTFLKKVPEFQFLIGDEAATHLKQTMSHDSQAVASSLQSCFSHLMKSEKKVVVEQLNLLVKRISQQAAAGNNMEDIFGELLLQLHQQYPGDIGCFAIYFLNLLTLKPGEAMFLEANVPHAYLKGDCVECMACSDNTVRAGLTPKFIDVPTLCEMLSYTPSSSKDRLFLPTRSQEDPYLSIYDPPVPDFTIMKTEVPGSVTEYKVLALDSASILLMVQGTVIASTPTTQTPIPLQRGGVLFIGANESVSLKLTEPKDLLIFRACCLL
TNAP inh no acc = TNAP (human) inhibition, acceptor-free conditions; 200,000 tested, 0.26% active; AID 1012; inhibition, % at 20 µM; purified TNAP, CDP-star luminescence, 30 min;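 active = tissue-nonspecific alkaline phosphatase inhibition above about 50% at 20 µM in the single-dose screen, limit read from the data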;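 note: 0% = DMSO negative control and 100% = EDTA positive control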
TNAP act hiacc = activators of human TNAP at high phosphate acceptor concentration. P05186. purified TNAP, CDP-star luminescence, 1 M DEA, 30 min; active compounds read high; 0 = EDTA background, 1 = DMSO-only activity. activation factor at 20 µM. 200,000 tested, under 10 active;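 active = activation factor at least 2 at 20 µM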
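Measured by: Luminescent substrate turnover signal | Test system: Human TNAP | Input: TNAP 1/800 final | Dosing: 20 µM single point | Schedule: 30 min, room temperature | Controls: EDTA wells as negative control, DMSO wells as positive control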
Lmaj promast = inhibitors of Leishmania major promastigote growth. Leishmania major promastigotes, resazurin fluorescence viability. inhibition, % at 10 µM. 200,000 tested, 9% active. AID 1063; in the data active = inhibition above about 50%;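 note: promastigotes grown with compound for 44 hours at 28 °C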
PMI act satM6P = PMI (human) activation, high substrate. 190,000 tested, 0.34% active. P34949. coupled PMI enzyme assay, resazurin fluorescence, 20 min; active compounds read high; 1 = untreated enzyme, 0 = substrate-free blank. activation factor at 20 µM;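 active = activation factor of 2 or more at 20 µM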
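Test system – human PMI in coupled enzyme assay · Timing – 20 min incubation at room temperature · Detection – Diaphorase-driven resazurin-to-resorufin fluorescence, excitation 544, emission 590 nm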
Diaphorase inh = inhibits diaphorase or chemically oxidizes, flagging diaphorase assay artifacts; diaphorase resazurin-to-resorufin fluorescence, NADH, 16 min; bacterial (C. kluyveri) enzyme, not human; inhibition, % at 20 µM; 190,000 tested, 0.69% active;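 active = primary screen inhibition at 20 µM above a set limit, cut at about 50% in these data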;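 note: plate controls were DMSO with full reaction for no effect and wells lacking NADH for full effect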
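material = Clostridium kluyveri diaphorase enzyme | amount = 0.14 U/mL diaphorase, enzyme working solution | schedule = incubation 16 min, room temperature | detection = fluorescence of resorufin formed from resazurin, Ex 544/Em 590 nm | benchmarks = positive control minus NADH, DMSO neutral control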
* = called active by the depositor.

SMILES | TNAP inh hi DEA | Diaphorase act | bIAP inh | bIAP act | PMI activator | TNAP inh no acc | TNAP act hiacc | Lmaj promast | PMI act satM6P | Diaphorase inh
CCOc1cc(CNCCc2ccc(S(N)(=O)=O)cc2)cc(Cl)c1OCc1ccccc1 | -4.9 | 0.9 | 24.9 | 0.8 | 0.9 | -8.6 | 1 | 100.5* | 0.9 | 5.7
Cc1ccc(/C=C/S(=O)(=O)N2CCC(C(=O)O)CC2)cc1 | -0.9 | 0.9 | 9.5 | 0.9 | 1 | -4.2 | 1 | -1.3 | 1 | 8.6
CCCC(=O)Nc1ccc(C(=O)n2ccc(C)n2)cc1 | -4.9 | 0.9 | -2.5 | 1 | 0.9 | -4.5 | 1 | -2.0 | 0.9 | 11.1
CCN(CC)C(=O)CN1C(=O)C2(OCC(C)(c3ccccc3)CO2)c2ccccc21 (configuration not stated) | -2.6 | 0.9 | -6.6 | 1.1 | 0.9 | -6.5 | 1 | 4.5 | 1 | 10.6
CN(C)CCNC(=O)c1cc2sc3ccccc3c2s1 | -1.0 | 1.1 | -3.4 | 1 | 0.9 | -8.1 | 1 | 83.9* | 0.9 | -7.1
N#Cc1cc(-c2ccccc2)oc1NC(=O)c1ccco1 | -1.5 | 0.9 | 8.6 | 0.9 | 1 | -9.1 | 1 | -2.0 | 0.9 | 7.5
COC(=O)c1cc2oc3ccccc3c2n1CC(=O)N1CCCc2ccccc21 | -5.3 | 1 | 9.5 | 0.9 | 1 | 0.0 | 1.1 | 7.3 | 1 | 0.0
Cc1csc(SCc2nnc(-c3ccc(Cl)cc3)o2)n1 | 1.0 | 0.8 | 5.1 | 0.9 | 0.9 | 5.5 | 1 | -6.3 | 1 | 15.9
CC(C)C(=O)NC(=S)Nc1ccccc1N1CCN(C(=O)c2ccccc2)CC1 | -4.5 | 1 | 3.6 | 1 | 0.9 | -9.0 | 1 | -3.9 | 0.9 | 0.4
Cc1ccc(C(=O)c2cc3c(cc2[N+](=O)[O-])OCCO3)cc1 | -0.3 | 0.9 | -10.9 | 1.1 | 0.9 | -4.5 | 1 | 5.7 | 0.7 | 14.6
Cc1ccc(-c2nc(C=Nc3ccc(O)cc3)c(O)o2)cc1 | 23.2 | 1 | 14.2 | 0.9 | 1 | 5.5 | 0.8 | 13.3 | 0.7 | -3.6
CC(C)C(C)NC(=O)COc1ccc(Sc2ccc(OCC(=O)NC(C)C(C)C)cc2)cc1 (configuration not stated) | 5.0 | 1 | 2.3 | 1 | 0.9 | -1.7 | 0.9 | 10.3 | 1.1 | 1.2

Some of the entries so far, with values under each structure:
Every second line gives: TNAP inh hi DEA | Diaphorase act | bIAP inh | bIAP act | PMI activator | TNAP inh no acc | TNAP act hiacc | Lmaj promast | PMI act satM6P | Diaphorase inh
- COC(=O)c1cc2oc3ccccc3c2n1CC(=O)N1CCCc2ccccc21
  -5.3 | 1 | 9.5 | 0.9 | 1 | 0.0 | 1.1 | 7.3 | 1 | 0.0
- CCOc1cc(CNCCc2ccc(S(N)(=O)=O)cc2)cc(Cl)c1OCc1ccccc1
  -4.9 | 0.9 | 24.9 | 0.8 | 0.9 | -8.6 | 1 | 100.5* | 0.9 | 5.7

New compounds follow:
SMILES | TNAP inh hi DEA | Diaphorase act | bIAP inh | bIAP act | PMI activator | TNAP inh no acc | TNAP act hiacc | Lmaj promast | PMI act satM6P | Diaphorase inh
CC1CC1C(=O)OCC(=O)Nc1ccc(N=Nc2ccccc2)cc1 (configuration not stated) | 2.7 | 0.9 | 7.5 | 0.9 | 0.9 | 4.8 | 1 | -2.1 | 0.9 | 14.8
CCN(CC)C(=O)c1[nH]cnc1C(=O)N[C@@H](C)C(=O)OC(C)(C)C | -3.5 | 1.1 | -34.9 | 1.3 | 1 | -4.2 | 1 | -12.3 | 1.1 | -14.5
COc1ccccc1NS(=O)(=O)c1ccc(O)c(C(=O)OCC(=O)Nc2ccccc2F)c1 | -6.7 | 0.9 | -1.3 | 1 | 1 | -10.3 | 1.1 | 3.6 | 0.9 | 14.8
Cc1ccc(CNC(=O)c2ccccc2SCC(=O)NCC2CCCCC2)cc1 | -5.7 | 1 | 29.5 | 0.7 | 0.9 | 3.9 | 1.1 | -2.5 | 1 | 4.6
COc1ccc(C(=O)C2CCCN(Cc3ccc4nonc4c3)C2)cc1OC (configuration not stated) | -5.7 | 0.8 | 0.1 | 1 | 0.8 | -6.0 | 1.1 | 88.9* | 0.9 | 24.7
FC(F)(F)c1cnc(/C=C/Nc2ccccc2Cl)c(Cl)c1 | 1.7 | 0.8 | 12.0 | 0.9 | 0.9 | 1.4 | 1 | -3.0 | 0.9 | 15.0
COc1ccc(/C=N/NC(=O)c2ccc(Cn3cc([N+](=O)[O-])cn3)o2)cc1O | 0.3 | 0.9 | 6.4 | 0.9 | 0.9 | -7.0 | 1 | 1.6 | 0.9 | 12.6
CN(C(=O)c1ccccn1)c1nnc(-c2cccnc2)s1 | -4.1 | 1 | 37.7 | 0.6 | 1.1 | -9.6 | 1 | 3.0 | 1.1 | -0.9
COc1ccc(/C=N/NC(=O)c2cnccn2)cc1O | 3.2 | 1 | -1.0 | 1 | 0.9 | -17.9 | 1 | -7.1 | 1 | 2.1
CCN(C(=O)CSc1nc2nc(C)cc(C)n2n1)c1cccc(C)c1 | -2.8 | 1.1 | -1.1 | 1 | 1.1 | -9.0 | 1 | -2.7 | 1.1 | -5.2
COC(=O)c1ccc(C(=O)OC)c(NC(=S)N2CCCC(CO)C2)c1 (configuration not stated) | -1.2 | 1 | -9.1 | 1.1 | 1.1 | -7.1 | 1 | -6.2 | 1.1 | 2.8
CC(C)NC(=O)COc1ccc(/C=N/NS(=O)(=O)c2ccccc2)cc1 | -2.0 | 0.8 | -0.6 | 1 | 1.1 | -7.2 | 1 | -5.1 | 1 | 15.2

Sorted by value in TNAP inh no acc (lowest first): 5 from the list above
compound	TNAP inh no acc
CCN(C(=O)CSc1nc2nc(C)cc(C)n2n1)c1cccc(C)c1	-9.0
COC(=O)c1ccc(C(=O)OC)c(NC(=S)N2CCCC(CO)C2)c1 (configuration not stated)	-7.1
COc1ccc(/C=N/NC(=O)c2ccc(Cn3cc([N+](=O)[O-])cn3)o2)cc1O	-7.0
FC(F)(F)c1cnc(/C=C/Nc2ccccc2Cl)c(Cl)c1	1.4
CC1CC1C(=O)OCC(=O)Nc1ccc(N=Nc2ccccc2)cc1 (configuration not stated)	4.8

More structures:
SMILES | TNAP inh hi DEA | Diaphorase act | bIAP inh | bIAP act | PMI activator | TNAP inh no acc | TNAP act hiacc | Lmaj promast | PMI act satM6P | Diaphorase inh
CC12COC3(C(=O)Nc4ccc(F)cc4)CC1CCC32C (configuration not stated) | -2.7 | 0.8 | 11.1 | 0.9 | 0.8 | -17.5 | 1 | -8.0 | 1 | 15.7
CCOC(=O)NC(=O)CSc1nc(C)cc(C)c1C#N | -2.1 | 0.9 | 19.2 | 0.8 | 1 | -9.7 | 1 | 19.9 | 0.9 | 14.3
Cc1cc2c(c(=O)n1CCN(C)C)C(c1ccncc1)C(C#N)=C(N)O2 (configuration not stated) | -1.1 | 1 | 6.9 | 0.9 | 1 | -11.3 | 1 | -0.2 | 1.1 | 4.5
Cc1ccc(CC2CC(=O)N(c3nc4ccccc4s3)C2=O)cc1 (configuration not stated) | -2.7 | 0.9 | 0.8 | 1 | 1 | -2.1 | 1 | -5.9 | 1 | 8.7
O=C(c1ccc2c(c1)OCO2)C1CCCN(C(=O)C2CCOCC2)C1 (configuration not stated) | -10.8 | 1.1 | 0.3 | 1 | 1 | -5.8 | 1.1 | -1.3 | 1.1 | -9.8
Cc1ccc2c(C)cc(=S)[nH]c2c1 | -6.8 | 0.9 | 6.1 | 0.9 | 1.8 | -3.6 | 1.1 | -4.1 | 2.8* | 6.8
CCOC(=O)c1ccc(NC(=O)CN2CCN(c3ccccc3)CC2)cc1 | -8.6 | 0.8 | 5.6 | 0.9 | 0.9 | -14.7 | 1.1 | 92.4* | 0.9 | 16.0
COC(=O)[C@@H](NC(=O)NC(C)CCc1ccccc1)C(C)C (some centres not stated) | -3.4 | 0.9 | 22.3 | 0.8 | 1 | -10.1 | 1 | -0.8 | 1 | 13.0
Cc1ccc(S(=O)(=O)N2CCOCC2)cc1NC(=O)COC(=O)CNC(=O)c1ccc(C(C)(C)C)cc1 | -5.9 | 0.9 | -19.8 | 1.2 | 1.1 | -10.8 | 1.1 | -2.9 | 1.2 | 9.4
Cc1ccc(-c2ccc(/C=N/NC(=S)Nc3ccccc3)o2)cc1[N+](=O)[O-] | 6.8 | 0.9 | 8.0 | 0.9 | 1.1 | 0.3 | 0.9 | 3.1 | 1.1 | 8.9
CC(C)(C)CC(=O)NC(=S)NCc1ccccc1 | -8.2 | 1 | 10.7 | 0.9 | 1 | -17.2 | 1.1 | 10.4 | 1 | -2.0
O=C(/C=C/c1ccccc1[N+](=O)[O-])OC1CCCCC1=O (configuration not stated) | -6.1 | 0.9 | -6.4 | 1.1 | 1 | -10.1 | 1.1 | -5.5 | 0.9 | 14.9
S=C(NCCc1ccccc1)NC1CCC(NC(=S)NCCc2ccccc2)CC1 (configuration not stated) | -1.4 | 1.1 | 8.8 | 0.9 | 1 | -7.0 | 1 | -5.1 | 1 | -5.2
CCCCCOC(=O)Cc1c(O)c2ccccc2[nH]c1=O | 3.2 | 1 | 1.9 | 1 | 0.9 | -1.7 | 1 | -7.5 | 0.9 | 4.4
O=C(Nc1ccc(Cl)cc1)c1cc(S(=O)(=O)N2CCOCC2)cs1 | -9.0 | 0.8 | 14.1 | 0.9 | 1 | -18.3 | 1.1 | 2.3 | 1.1 | 19.8
O=C(CSc1nnc(CNc2ccc(F)cc2)n1Cc1ccccc1)N1CCOCC1 | -4.1 | 0.9 | 4.0 | 1 | 1 | 7.7 | 1 | 1.8 | 1 | 11.8
CC(=O)c1ccc(Cc2ccccc2)cc1 | -3.0 | 0.9 | -3.1 | 1 | 1 | -13.3 | 1 | -3.3 | 1 | 11.8
O=C(CCn1nc(-c2ccc(Cl)cc2)c2ccccc2c1=O)Nc1cccnc1 | 5.6 | 1 | -13.5 | 1.1 | 1.1 | 0.0 | 0.9 | 61.7* | 1.1 | -0.5
COc1ccc(C(=O)ON=C2CCN(C)CC2)cc1 | -2.3 | 1 | -15.7 | 1.2 | 1.1 | -0.3 | 1 | -0.6 | 1 | 1.8
COc1cccc(NC=C2C(=O)OC(C)(C)OC2=O)c1 | -9.0 | 0.8 | 3.6 | 1 | 0.9 | -20.0 | 1.1 | -5.1 | 0.9 | 24.6
Cc1cc(NC(=O)CCNS(=O)(=O)c2cc(Br)cnc2N)ccc1Br | -3.4 | 0.6 | 12.4 | 0.9 | 0.9 | 1.3 | 1 | 28.1 | 0.9 | 36.4
O=S(=O)(NCc1cc(-c2ccccc2)no1)c1ccccc1 | -6.0 | 0.9 | -0.3 | 1 | 1 | -12.8 | 1.1 | 0.8 | 1 | 6.7
CCCCNC(=O)NNC(=O)COc1cccc(C)c1C | -2.4 | 0.9 | 1.1 | 1 | 1 | -8.1 | 1 | -6.8 | 1.1 | 12.0
